# FBW7 activator: human FBW7 E3 ligase activation, primary screen | normalized activity (activation), % at 26.1 µM | AlphaScreen FBW7–phospho-cyclin E peptide binding, activator screen | Q969H0 | AID 1259310 | 650,000 compounds, 0.13% hits; in the data active = normalized activity above about 1.9%;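 note: purified mutant Fbw7 with reduced substrate affinity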
# MITF primary: inhibitors of human MITF. AID 1259374. inhibition, % at 2.6 µM. 650,000 compounds, 0.91% hits. O75030. AlphaScreen MITF homodimerization, bead proximity signal; in the data active = inhibition above about 50%;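 note: 0% = vehicle wells with protein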
# Target sequence (O75030 whole entry, looked up): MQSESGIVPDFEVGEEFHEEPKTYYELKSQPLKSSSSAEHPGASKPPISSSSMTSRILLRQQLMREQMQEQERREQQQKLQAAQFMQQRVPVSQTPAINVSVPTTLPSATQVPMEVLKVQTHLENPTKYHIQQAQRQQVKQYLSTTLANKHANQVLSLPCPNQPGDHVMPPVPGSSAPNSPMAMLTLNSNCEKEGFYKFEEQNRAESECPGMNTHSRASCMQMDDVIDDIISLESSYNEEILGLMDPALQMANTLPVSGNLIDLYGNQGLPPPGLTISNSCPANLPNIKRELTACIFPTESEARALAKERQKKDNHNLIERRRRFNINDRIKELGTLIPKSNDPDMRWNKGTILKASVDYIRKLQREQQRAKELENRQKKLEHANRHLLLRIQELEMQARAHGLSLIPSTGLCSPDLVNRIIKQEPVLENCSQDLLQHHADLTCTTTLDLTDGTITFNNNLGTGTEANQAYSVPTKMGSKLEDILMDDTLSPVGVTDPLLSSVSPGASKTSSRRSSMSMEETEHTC
# GPR151 activ: human GPR151 activation. AID 1508602. PathHunter beta-arrestin GPR151 cells, luminescence. 650,000 compounds, 1% hits. activation, % at 11.2 µM. Q8TDV0; in the data active = activation above about 4.9%;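 note: 0% = median of compound wells and 100% = cells with positive control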
# Target sequence (Q8TDV0 whole entry, looked up): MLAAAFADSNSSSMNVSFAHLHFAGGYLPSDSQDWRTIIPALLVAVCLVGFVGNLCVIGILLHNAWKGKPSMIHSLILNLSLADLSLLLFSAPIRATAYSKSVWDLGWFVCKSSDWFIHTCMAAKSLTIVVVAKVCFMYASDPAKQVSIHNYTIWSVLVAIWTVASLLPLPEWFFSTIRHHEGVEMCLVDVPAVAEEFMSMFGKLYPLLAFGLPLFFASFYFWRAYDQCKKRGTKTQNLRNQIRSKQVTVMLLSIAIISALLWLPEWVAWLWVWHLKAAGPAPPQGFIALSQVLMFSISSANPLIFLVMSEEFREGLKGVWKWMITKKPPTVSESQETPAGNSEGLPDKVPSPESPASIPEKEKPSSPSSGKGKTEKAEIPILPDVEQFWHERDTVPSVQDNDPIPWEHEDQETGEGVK
# TEAD-YAP block: TEAD-YAP interaction inhibition. HEK-TIYL cells, TEAD-Gal4/YAP UAS-luciferase luminescence. inhibition, % at 9.12 µM. 640,000 compounds, 1.4% hits. AID 1259422; in the data active = inhibition above about 32%;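 note: 0% = median of test compound wells and 100% = reference inhibitor wells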
# * hit, by the source's call; & = joins results of further samples.
SMILES	FBW7 activator	MITF primary	GPR151 activ	TEAD-YAP block
COC(=O)CC1Nc2ccccc2NC1=O (stereo not drawn)	-0.1	-1.4	1.9	4.3
CC1(C)CC2CC(C)(CN2C(=O)c2ccc(NC(=O)c3cc(F)c(F)cc3Cl)cc2)C1 (stereo not drawn)	0.1	11.1	-1.1	2.5
COc1ccc(-n2ncc3c(Nc4ccc(Cl)cc4)ncnc32)cc1	0.1	-0.2	1.2	15.1
S=c1nc2[nH]c3ccc(Br)cc3c2n[nH]1	0.1&0.5	17.4&4.5	1.8&-1.7	-14.8&-2.3
O=C1c2ccc(Br)cc2C(=O)N1c1cccc(C(F)(F)F)c1	0.1	10.6	0.7	-0.6
COc1ccc(-c2c(NCc3ccccn3)c(=O)c2=O)cc1	-0.1	6.8	-0.3	-10.5
COc1cc(/C=N/NC(=O)CCc2n[nH]c(=O)[nH]c2=O)cc(Br)c1OC	-0.1	7.5	2.7	2.2
O=C1N[C@@H](Cc2cnc[nH]2)C(=O)N2CCN(C(=O)c3ccccc3)C[C@H]12	-0.2	-4.0	-0.4	2.9
O=C(N/N=C/c1ccccc1F)NC1CCCCC1	-0.2	-0.7	0.8	-42.8
CC1CC(C)CN(S(=O)(=O)c2ccc(NC(=S)NC(=O)c3ccco3)cc2)C1 (stereo not drawn)	0.1	3.2	1.1	9.8
O=C(NCc1nc2ccccc2[nH]1)c1cnc(N2CCCC2CO)s1 (stereo not drawn)	-0.1	-2.4	-1.0	-5.0
CCOC(=O)c1c(NC(=O)CSc2nnc3[nH]c(=O)ccn23)sc2c1CCCC2	0.3	-3.0	-1.1	5.8
COc1ccc(C(=O)c2c(C)oc3ccc(O)c(CN4CCOCC4)c23)cc1	0.1	13.2	-0.1	6.6
Cc1nn(CC(=O)Nc2ccccc2N2CCOCC2)c(=O)n2cccc12	-0.2	4.5	0.0	-7.5
COc1ccccc1NS(=O)(=O)c1ccc2c(c1)OCCCO2	0.1	12.4	-0.4	2.4
CCCCC(C(=O)O)N1C(=O)c2ccc(C(=O)O)cc2C1=O (stereo not drawn)	0.1	3.1	0.9	-10.2
CCCn1c2c(c(O)c(C(=O)Nc3ccc(OCC)cc3)c1=O)CCCC2	0.4	20.3	0.4	-1.0
CCc1ccc(-c2csc3ncn(CC(=O)Nc4ccc(OC)cc4OC)c(=O)c23)cc1	-0.1	6.2	0.4	5.8
CCOC(=O)N1CCN(CC(O)COc2ccc(C(C)=O)cc2)CC1 (stereo not drawn)	0.9	1.7	-0.5	1.5
CCOC(=O)C1(CCCc2ccccc2)CCN(C(=O)c2cn[nH]c2)CC1	0.4	-16.2	-0.7	-9.6
Cc1nc(O)c(C(c2cccc([N+](=O)[O-])c2)c2c(O)nc(C)[nH]c2=O)c(=O)[nH]1	0.7	15.8	0.0	4.8
COc1ccccc1CCN1C(=O)CCC1CCNCc1cccc(F)c1 (stereo not drawn)	0.0	6.4	0.5	7.5
Cc1c(C)n(CC(O)CNCCO)c2ccccc12 (stereo not drawn)	-0.1	27.3	1.0	1.4
CS(=O)(=O)N(CC(=O)NC1CCCC1)Cc1ccc(Cl)cc1	-0.2	-2.0	-0.3	-13.1
Cc1ccc(C)n1-c1ccc(Cc2ccncc2)cc1	0.5	6.8	-1.2	-6.7
COC(=O)c1ccc(NC(=O)/C=C/c2ccc(Cl)c([N+](=O)[O-])c2)cc1	0.4	2.5	-0.2	5.5
COCCNc1nc(-c2ccc(SC)cc2)ccc1C(=O)Nc1cccc(OC)c1	0.0	7.4	2.7	-1.2
CSc1ccc(/C=N/NC(=O)CN2CCCCCC2)cc1	-0.2	15.9	0.3	-11.7
COc1ccc(-c2cc(N)n(S(=O)(=O)c3cccc([N+](=O)[O-])c3)n2)cc1	-0.1	4.5	0.0	-11.3
O=C(Nc1ccccc1)c1cc(N2CCc3ccccc3C2)nc2ccccc12	0.0	-9.8	3.1	6.0
COc1ccc(NC(=O)CN(c2ccccc2OC)S(C)(=O)=O)cc1OC	-0.2	6.8	-1.4	5.1
CCOc1cc(/C=N/NC(=O)c2cncc(Br)c2)cc(Br)c1O	0.0	-1.1	-0.5	-13.9
O=C(c1ccc2c(c1)OCO2)N(C(=O)N1CCCCC1)c1cccc(Cl)c1	-0.2	1.4	-0.2	9.7
Cc1cccc(Nc2nc3c(c(=O)[nH]c(=O)n3C)n2C)c1	0.0	-2.1	-0.3	-5.2
O=C(NC1CCCCCC1)c1c(O)c2ccccc2[nH]c1=O	0.1	5.6	-0.2	-14.3
O=C(COc1ccc2ccccc2c1)N/N=C/c1c[nH]c2ccccc12	0.4	13.3	-0.7	2.5
CCOC(=O)c1ccc(NS(=O)(=O)c2cccc(S(=O)(=O)c3ccccc3)c2)cc1	-0.2	-2.9	3.5	-3.3
COc1ccc(NC(=S)Nn2cnnc2)cc1OC	0.0	-9.6	1.9	11.8
O=c1oc2ccccc2cc1-c1csc(Nc2cc(F)ccc2F)n1	1.1	8.6	-0.8	-20.7
C=CCN1C(=O)C(O)(CC(=O)c2ccc3c4c(cccc24)CC3)c2ccccc21 (stereo not drawn)	-0.2	12.8	-0.3	2.4
COc1ccc(Cc2nc(-c3ccc(NC(=O)Cn4cc([N+](=O)[O-])cn4)cc3)no2)cc1	0.0	3.1	-1.3	7.2
CCOC(=O)COc1ccc(Br)cc1/C=C1/SC(=S)NC1=O	-0.1	-1.4	-0.6	0.2
Cc1ccc(NC(=S)NC(=O)c2cccc([N+](=O)[O-])c2)nc1	0.2	8.2	1.3	-68.3
N#Cc1ccc(CN2C(=O)CNC2=O)cc1	0.3	10.2	-1.5	14.7
NC(=O)c1cccc(-n2cc(NC(=O)Nc3ccccc3Cl)cn2)c1	0.0	-2.5	0.1	-27.7
CC(C)CNS(=O)(=O)c1ccc(CCC(=O)Nc2ccc3c(c2)OCO3)cc1	0.1	5.4	0.2	-2.5
CN(Cc1cnccn1)Cc1c(C(=O)N2CCc3ccccc3C2)nc2ccc(Cl)cn12	0.1	6.8	0.7	3.5
Cc1occc1C(=O)N(C)C(Cc1ccccc1)C1CCN(C2CCSCC2)CC1 (stereo not drawn)	0.1	4.1	-0.6	7.1
CC(/C=C/c1ccc(N(C)C)cc1)=N/N=C1/NC(=O)CC(C(=O)Nc2ccccc2)S1 (stereo not drawn)	0.4	6.6	-0.6	-23.1
Nc1nc(Oc2ccccc2)nc2c1ncn2-c1ccccc1	0.0	2.9	0.3	4.5

# Following part:
SMILES	FBW7 activator	MITF primary	GPR151 activ	TEAD-YAP block
O=C(NCc1ccccc1)c1c(O)c2ccccc2[nH]c1=O	0.0	-0.6	-0.2	-4.3
CCCOC(=O)c1ccc(NC(=O)c2c(-c3ccccc3Cl)noc2C)cc1	0.0	5.8	-0.9	-1.5
O=C(Nc1ccc([N+](=O)[O-])cc1)c1cc2cc([N+](=O)[O-])ccc2o1	0.2	4.0	-0.2	2.3
NC(=O)C1CCN(C(=O)c2ccc3c(=O)n(Cc4cccc(Br)c4)c(=S)[nH]c3c2)CC1	0.0	9.1	1.4	-5.7
COc1ccc(CN2CCNC(=O)C2CC(=O)NCC2CCOCC2)c(C)c1C (stereo not drawn)	0.5	13.1	0.4	8.8
N#C/C(=C/c1ccccc1[N+](=O)[O-])c1ccc(C(=O)O)cc1	-0.1	-7.5	0.5	0.8
Cc1ccc(F)c(NS(=O)(=O)c2ccc(F)cc2)c1	-0.1	6.5	-0.5	-1.6
CC(C)(OC=O)C1CCC2(C)OC(=O)N(Cc3ccccn3)C12C (stereo not drawn)	0.2	-3.0	0.7	1.4
Cc1csc(NC(=O)CSc2nnc3c(n2)C2(C)CCC3C2(C)C)n1 (stereo not drawn)	0.0	9.6	0.5	6.8
CN(C1CCN(c2ccc(C(=O)NCc3ccc4c(c3)OCO4)cc2)CC1)C1CCOC1 (stereo not drawn)	-0.1	4.0	1.3	2.9
CCOC(=O)CN1C(=O)S/C(=C/c2ccc(OC)c([N+](=O)[O-])c2)C1=O	0.1	0.8	-1.1	-0.9
Cc1cc(C)cc(NC(=S)N(CCN2CCCCCC2)Cc2ccco2)c1	-0.1	4.7	2.7	5.7
O=C(c1cccc(-n2c(=S)[nH]c3cc(Cl)ccc3c2=O)c1)N1CCN(c2ccccn2)CC1	0.1	-8.4	1.5	3.5
CC(=O)Nc1cccc(-c2ccc(Nc3cccc(OCC(=O)N(C)C)c3)nc2)c1	-0.2	4.3	0.5	-10.4
CN1CSC2=C(C#N)C(c3cccc(OCc4ccccc4)c3)CC(=O)N2C1 (stereo not drawn)	-0.1	8.3	8.7*	-3.7
Cn1ncc(C(=O)O)c1C1CCN(C(=O)OC(C)(C)C)CC1	-0.1	-14.1	0.3	1.5
N#Cc1c(C(F)(F)F)cc(-c2cccs2)nc1SCc1ccccc1Cl	0.1	5.3	-0.1	-1.8
Cc1[nH]c(C)c(C(=O)/C=C/c2ccc([N+](=O)[O-])cc2)c1C	-0.3	4.8	0.0	-11.7
Cc1ccccc1NC(=O)CN(C)S(=O)(=O)c1cc2c(cc1Cl)NC(=O)CO2	0.0	-2.9	0.7	-5.6
COc1ccccc1OCCCC(=O)NC1CCCCCC1	0.2	11.5	-0.7	-2.8
CCOc1cc(C2C(C(=O)OC)=CN(C)C=C2C(=O)OC)cc([N+](=O)[O-])c1O	-0.1	-13.4	0.5	-6.8
O=C(CCCl)N1c2ccccc2Sc2ccccc21	-0.1	12.3	1.0	0.7
CCOc1ccc(C(=O)CCC(=O)OCC(=O)c2ccc3c(c2)OCCO3)cc1	0.0	-9.5	1.6	5.4
CC(=O)Nc1c(-c2cc(=O)oc3cc4c(cc23)CCC4)oc2ccccc12	-0.1	8.6	-2.3	-6.1
COC(=O)c1ccc(Oc2ccc(C#N)cc2)cc1	0.5	15.0	4.3	8.2

# Reformatted with values under each structure: 5 of the compounds above.
# Results follow in this order: FBW7 activator	MITF primary	GPR151 activ	TEAD-YAP block
Cc1[nH]c(C)c(C(=O)/C=C/c2ccc([N+](=O)[O-])cc2)c1C
    -0.3	4.8	0.0	-11.7
Cc1ccccc1NC(=O)CN(C)S(=O)(=O)c1cc2c(cc1Cl)NC(=O)CO2
    0.0	-2.9	0.7	-5.6
COc1ccccc1OCCCC(=O)NC1CCCCCC1
    0.2	11.5	-0.7	-2.8
CCOc1cc(C2C(C(=O)OC)=CN(C)C=C2C(=O)OC)cc([N+](=O)[O-])c1O
    -0.1	-13.4	0.5	-6.8
O=C(CCCl)N1c2ccccc2Sc2ccccc21
    -0.1	12.3	1.0	0.7

# (cont.)
SMILES	FBW7 activator	MITF primary	GPR151 activ	TEAD-YAP block
CCOC(=O)CSc1nc2c(sc(=S)n2-c2ccc(C)c(C)c2)c(=O)n1-c1ccc(F)cc1	0.0	-1.6	2.3	-3.0
CS(=O)(=O)N1CCc2cc(S(=O)(=O)Nc3ccc(F)c(Cl)c3)ccc21	-0.1	-2.1	2.0	2.0
COCCCNC(=S)NC(=O)c1ccc([N+](=O)[O-])cc1	-0.1	1.0	-0.4	-20.6
C[C@@H](N)COc1ncccc1C(=O)Nc1ccc2[nH]ncc2c1	0.3	2.7	-1.4	-14.2
COCc1cc(C)nc(SCC(=O)Nc2ccc(C(C)=O)cc2)c1C#N	0.2	8.5	3.4	-19.0
COc1ccc(NC(=O)CSc2nc3c(c(=O)n2-c2ccccc2OC)SCC3)c(OC)c1	0.0	-0.7	-0.9	20.1
CCOCCCn1c(SCC(=O)NCCC2=CCCCC2)nc2ccccc2c1=O	-0.1	3.0	-1.2	5.1
CC(C)(C)n1ncc2c(=O)n(CC(=O)Nc3ccccc3)cnc21	-0.1	-5.3	0.1	-6.5
Nc1nc(CSc2nnc3c(n2)[nH]c2ccccc23)cs1	-0.2	-2.9	0.2	-97.7
CCCCOc1ccc(C2Oc3ccccc3C3CC(c4ccc(C)cc4)=NN32)cc1 (stereo not drawn)	-0.1	-2.9	0.9	-51.0
COCCNC(=S)NNC(=O)Cc1c(Cl)cccc1Cl	0.1	10.7	-0.5	-3.4
CC(C1CC1)N(C(=O)c1ccc(N)cc1)c1ccccc1 (stereo not drawn)	0.1	9.8	0.0	4.8
O=C1C2CCCCC2C(=O)N1c1ccc(S(=O)(=O)Nc2ncccn2)cc1 (stereo not drawn)	0.6	-10.4	-0.8	-7.2
CCOC(=O)CSc1nc2c(cc1C#N)CCCC2	0.1	11.2	-0.3	-51.5
CCOC(=O)/C=C/COc1ccc2oc(C)c(C(=O)OC)c2c1	0.2	-8.0	-1.2	9.4
O=C(Nc1c(C(=O)N2CCCCCC2)cnn1-c1ccccc1)c1ccccc1	0.0	-8.2	1.3	-6.7
O=C1OC(c2cc([N+](=O)[O-])ccc2Cl)=N/C1=C\c1ccccc1I	-0.1	-2.8	0.3	4.9
COC(=O)c1ccc(N=Cc2nc(-c3ccc(Br)cc3)oc2O)cc1	0.3	15.2	0.8	1.9
O=C(O)CSc1nnc(COc2cccc3ccccc23)n1Cc1ccco1	-0.1	24.3	-0.4	-0.8
CCOC(=O)c1ccc(CC(=O)c2ccc(O)c(O)c2O)o1	0.1	36.9	-0.7	8.2

# Assay outcomes (PubChem BioAssay)
